Compound activity deposited in PubChem BioAssay by National Center for Advancing Translational Sciences (NCATS).
KDM5B inhibitor: blocks human KDM5B histone demethylase activity | Q9UGL1 | KDM5B demethylase, FDH-coupled NADH fluorescence (FDH is formaldehyde dehydrogenase) | Potency, µM (titrated, usually from 57.7 µM), for inactives: top-dose activity change, negative = inhibition, actives largely listed as inhibitors | hit rate 2.6% among 220,000; active = well fitted inhibition curve with a large enough effect; inconclusive = small, poorly fitted or top-dose-only effect; inactive = no such curve, though single readings can be large or run the other way; also: 0% is about no effect; nearly all actives have a fitted effect of over 70% in size
Target sequence (Q9UGL1 whole entry, looked up): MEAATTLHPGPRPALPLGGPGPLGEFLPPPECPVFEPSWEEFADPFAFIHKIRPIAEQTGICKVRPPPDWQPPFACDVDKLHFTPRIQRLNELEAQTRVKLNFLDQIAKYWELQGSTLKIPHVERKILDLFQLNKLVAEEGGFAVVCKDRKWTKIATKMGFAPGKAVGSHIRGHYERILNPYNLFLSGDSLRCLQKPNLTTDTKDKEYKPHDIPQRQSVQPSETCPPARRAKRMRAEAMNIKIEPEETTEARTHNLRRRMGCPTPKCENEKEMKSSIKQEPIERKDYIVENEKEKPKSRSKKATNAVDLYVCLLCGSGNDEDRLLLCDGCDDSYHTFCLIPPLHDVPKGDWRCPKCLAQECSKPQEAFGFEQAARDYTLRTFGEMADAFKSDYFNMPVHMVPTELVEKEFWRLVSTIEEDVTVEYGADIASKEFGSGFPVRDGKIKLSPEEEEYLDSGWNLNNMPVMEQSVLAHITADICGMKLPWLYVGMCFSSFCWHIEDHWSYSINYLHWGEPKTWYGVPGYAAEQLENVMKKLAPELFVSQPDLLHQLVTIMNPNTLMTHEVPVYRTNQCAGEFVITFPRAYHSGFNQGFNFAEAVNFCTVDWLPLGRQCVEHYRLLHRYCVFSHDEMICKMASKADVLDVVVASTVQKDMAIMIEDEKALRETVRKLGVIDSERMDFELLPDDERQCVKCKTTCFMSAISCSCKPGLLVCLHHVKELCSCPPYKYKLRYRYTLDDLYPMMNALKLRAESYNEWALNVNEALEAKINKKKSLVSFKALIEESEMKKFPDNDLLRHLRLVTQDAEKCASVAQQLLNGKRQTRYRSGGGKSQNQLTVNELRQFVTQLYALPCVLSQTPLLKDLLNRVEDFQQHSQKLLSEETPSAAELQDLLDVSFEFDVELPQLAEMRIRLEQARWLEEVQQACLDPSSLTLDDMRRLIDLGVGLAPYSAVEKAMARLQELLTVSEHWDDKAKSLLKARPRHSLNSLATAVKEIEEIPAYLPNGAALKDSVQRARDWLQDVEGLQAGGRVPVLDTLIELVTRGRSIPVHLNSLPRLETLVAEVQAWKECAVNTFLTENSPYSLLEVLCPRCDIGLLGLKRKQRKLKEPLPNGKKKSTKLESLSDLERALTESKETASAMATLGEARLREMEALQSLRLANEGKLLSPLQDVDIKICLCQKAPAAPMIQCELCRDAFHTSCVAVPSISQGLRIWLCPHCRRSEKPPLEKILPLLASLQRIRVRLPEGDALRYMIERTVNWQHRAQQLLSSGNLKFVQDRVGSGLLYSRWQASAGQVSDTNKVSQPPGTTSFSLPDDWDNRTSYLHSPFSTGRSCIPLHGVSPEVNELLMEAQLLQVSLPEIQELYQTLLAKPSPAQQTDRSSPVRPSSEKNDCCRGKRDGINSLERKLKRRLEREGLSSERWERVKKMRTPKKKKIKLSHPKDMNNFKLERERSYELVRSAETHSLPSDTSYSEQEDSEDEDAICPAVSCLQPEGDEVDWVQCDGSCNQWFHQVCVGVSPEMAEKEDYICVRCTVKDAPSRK
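KDM5BΔAP (200 nM final) in 50 mM HEPES pH 7.5, 0.01% Tween-20 was preincubated 10 min at RT with compound over a concentration range. Substrate mix (H3K4me3 12.5 µM, α-KG 25 µM, Fe²⁺, ascorbate, NAD⁺, FDH) was added, and NADH fluorescence change over 30 min gave dose-response curves.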
Numbers without * were called inactive; ? = inconclusive; [ ] = remark or other dose. Potency is read from the fitted curve at half-maximal effect. A portion of the library (hit frequency here may not be typical).

KDM5B inhibitor | molecule
5% | Cc1ccc(SCc2noc(-c3c(C)noc3C)n2)cc1
-22% | Cc1ccc(CNCc2c(C(=O)O)c(C)n(Cc3ccc(C)cc3)c2C)cc1
? | COC(=O)c1ccc(COc2ccc3c(C)c(Cc4ccccc4)c(=O)oc3c2)o1
-5% | Cc1ccc(C(=O)NC2CCCN(c3cc(-c4ccc(Cl)cc4)[nH]n3)C2)cn1 (stereo not given)
6% | Cc1ccc(S(=O)(=O)C2(S(=O)(=O)c3ccc(C)cc3)CC2)cc1
30%[115 µM] | Cc1noc([C@@H]2C[C@H](NC(=O)c3ccccc3)CN2C)n1
-10% | Cc1cccc(C(=O)NC(c2cccnc2)c2ccc(C)c(C)c2)c1 (stereo not given)
-19% | CC(Cn1ccnc1-c1cn(C2CCNCC2)nn1)Oc1cccnc1 (stereo not given)
-8% | CC(C)OCCCNC(=O)C1CCCCC1
-20%[86.2 µM] | O=C(O)C[C@@H]1CCN(C(=O)C2CC2)C[C@@H]1CCN1CCN(c2ccc(F)cc2)CC1
9% | CCCCN1CC(C(=O)Nc2ccc(C(=O)Nc3ccc(C)c(C)c3)cc2)CC1=O (stereo not given)
-23% | O=C1CCCCC(Cc2ccccc2)(C(=O)O)N1 (stereo not given)
? | CCOc1ccc(CNC(=O)CSc2cc(=O)n(CC)c3ccccc23)cc1
8% | Cc1cc(=O)n2c3ccccc3nc2n1CC(=O)c1ccccc1
-20% | CCOC(=O)C1=C(C)N=C2SC=C(CC(=O)NCC3CC3)N2C1c1cc(OC)ccc1OC (stereo not given)
-5% | COc1cccc(C(=O)Nc2cc(-c3ccccc3)no2)c1
16% | COc1ccc(NC(=O)NNC(=O)COc2ccc3ccccc3c2)cc1
25µM* | COc1ccc(C(=O)N[C@@H]2CN(c3ncccn3)C[C@H]2CN(C)C)c(OC)c1
15%[11.5 µM] | Cc1ccc(C)c(NC(=O)Cn2cc(S(=O)(=O)N3CCCC3)c(S(=O)(=O)N3CCCC3)c2)c1
11% | Cc1nn(-c2cc(N3CCN(C(=O)C(C)(C)C)CC3)ccc2[N+](=O)[O-])c(=O)c2ccccc12
? | Cc1ccc2c(c1)cc(C(=O)Nc1ccc(F)cc1F)n2C
? | COc1ccccc1CNS(=O)(=O)c1ccc(F)c(C(=O)Nc2cc(Cl)ccc2OC)c1
40%[activator] | c1ccc(-c2noc(-c3nc(-c4ccncc4)no3)n2)cc1
? | S=C(NC(=NC=C(Cl)Cl)c1ccc(Cl)cc1)Nc1ccc(Cl)cc1

Nothing new here: entries from further up.
KDM5B inhibitor | molecule
11% | Cc1nn(-c2cc(N3CCN(C(=O)C(C)(C)C)CC3)ccc2[N+](=O)[O-])c(=O)c2ccccc12
? | Cc1ccc2c(c1)cc(C(=O)Nc1ccc(F)cc1F)n2C
? | COc1ccccc1CNS(=O)(=O)c1ccc(F)c(C(=O)Nc2cc(Cl)ccc2OC)c1
40%[activator] | c1ccc(-c2noc(-c3nc(-c4ccncc4)no3)n2)cc1
? | S=C(NC(=NC=C(Cl)Cl)c1ccc(Cl)cc1)Nc1ccc(Cl)cc1

More compounds follow:
KDM5B inhibitor | molecule
-11% | O=C(Nc1nc(-c2ccccc2Cl)cs1)C1CCN(C(=O)c2ccoc2)CC1
-6%[86.2 µM] | Clc1ccc(-c2cnc([C@@H]3COCCN3C3CCOCC3)[nH]2)cc1
-21% | CCCOc1ccc(C2c3c(-c4ccccc4O)n[nH]c3C(=O)N2CCCOCC)cc1OCC (stereo not given)
-3% | CCOc1ccc(CCNC(=O)c2cn(C)c3ccc(S(=O)(=O)N4CCOCC4)cc3c2=O)cc1OCC
17% | O=C1Nc2cc3c(cc2C1(O)C(F)(F)F)OCO3 (stereo not given)
? | CCc1ccc(-n2c(=O)c3c4c(sc3n(CC(=O)c3ccc(Br)cc3)c2=O)CCC4)cc1
-18% | CCCCNS(=O)(=O)CC1NCc2ccccc21 (stereo not given)
-11% | COc1ccc(NC(=O)c2cc(S(=O)(=O)NCCC3=CCCCC3)ccc2F)cc1
10% | O=C(COC(=O)c1ccccc1Br)NC1CCCC1
23% | CCCC(=O)Nc1ccccc1N1CCN(Cc2nc3ccccc3n2C)CC1
16% | COc1ccc(N2CC(C(=O)N3CCC(C(=O)NCc4cccc(OC)c4)C3)NC2=O)cc1 (stereo not given)
-19% | Cc1nc(Cl)nc(N(C)c2ccccc2)c1[N+](=O)[O-]
? | CCCS(=O)(=O)N[C@@H]1CN(Cc2ccccn2)C[C@H]1CN(C)C
-5% | CS(=O)(=O)N1CCOc2ccc(CCC(=O)NC3CCCc4ccccc43)cc2C1 (stereo not given)
-3% | Cc1cc(C(=O)N2CCN(c3ccc(F)cc3)CC2)c2c(C)nn(-c3cccc(Cl)c3C)c2n1
? | COc1ccc(-c2nc3c(C(C)(C)C)cc(C(C)(C)C)c(O)c3o2)cc1
16% | O=C(Nc1ccccc1C(=O)N1CCN(Cc2ccccc2)CC1)c1ccccc1
-6% | CCCCn1c(N)c(N(CC)C(=O)CN2C(=O)NC(C)(c3ccccc3)C2=O)c(=O)[nH]c1=O (stereo not given)
-16% | S=c1[nH]nc(-c2cccs2)n1/N=C/c1cn(-c2ccccc2)nc1-c1cccs1
12% | CSCC[C@H](NC(=O)Cc1ccccc1)c1nc2ccccc2[nH]1
1% | COc1cccc(NC(=O)COc2coc(CN3CCSCC3)cc2=O)c1
14% | CC(c1cccc(Cl)c1)N(C)CCS(=O)(=O)CCC(N)=O (stereo not given)
13% | O=C(NCc1ccccc1Cl)c1cccc2c1-c1ccccc1C2=O
-18% | CCOc1ccc(C(=O)NCCc2csc(-c3cccc(C)c3)n2)cc1
-7%[86.2 µM] | CN1CCN(Cc2ccc(Nc3ncc(-c4cncnc4)c4c3OCC4)cc2)CC1
-24% | CCn1cc(S(=O)(=O)NC2CCc3nn(CC4CC4)c(=O)n3CC2)cn1 (stereo not given)
-29%[11.5 µM] | O=C(CSc1nnc(-c2cccs2)o1)Nc1cccc(C(F)(F)F)c1
21% | Cc1noc(C)c1CC(=O)N[C@@H]1CN(S(C)(=O)=O)C[C@H]1CN(C)C
-20%[115 µM] | N#Cc1ccc(CN2CCC3(CC2)CNC(=O)c2ccccc2O3)cc1
9% | O=C(CSc1nc2ccccc2o1)OCC(=O)c1ccc(Br)cc1
-13% | CC(C)CCC(=O)NCC(C)N1CCCC1 (stereo not given)
1% | O=C(Nc1ccccc1Br)C12CC3CC(CC(Cl)(C3)C1)C2

Sorted by length of the SMILES (lowest first): some entries from above.
KDM5B inhibitor | molecule
-13% | CC(C)CCC(=O)NCC(C)N1CCCC1 (stereo not given)
9% | O=C(CSc1nc2ccccc2o1)OCC(=O)c1ccc(Br)cc1
-20%[115 µM] | N#Cc1ccc(CN2CCC3(CC2)CNC(=O)c2ccccc2O3)cc1

Continued:
KDM5B inhibitor | molecule
-6% | C#CCOc1ccc(C2CC(=O)Nc3c2c(C)nn3-c2nc(C)cc(C)n2)cc1 (stereo not given)
-1%[115 µM] | O=C([C@@H]1Cc2nc[nH]c2CN1CC1CC1)N1CCCC1
-13% | CC(C)c1nnc(NC(=O)C2CC(c3cccc(F)c3)=NO2)s1 (stereo not given)
-33%[86.2 µM] | COc1ccc(C(=O)N2CC[C@@H](CC(=O)O)[C@@H](CCN3CCCCC3)C2)cc1
-2% | COc1cc(CCC(=O)N2CCc3n[nH]c(=O)n3CC2)on1
? | CC(=O)NC1(C)CCN(Cc2cccc(-c3ccccc3)c2)C1 (stereo not given)
-19% | Cc1ccc(OCc2nc(C3CCCCN3C(=O)CCc3ccccc3)no2)cc1 (stereo not given)
11% | CN(C)c1ccc(C=Nc2cccc(C(=O)c3ccccc3)c2)cc1
-9% | CC1CCCC(NC(=O)CCC2CCCO2)C1 (stereo not given)
-19% | O=C1NCCCCCCN(C(=O)c2ccoc2)[C@H]2C[C@H](c3nc(Cc4ccccc4)no3)C[C@@H]12
-17%[149 µM] | c1ccc(C2=NOC3(CCCN(CC4CCCC4)C3)C2)cc1 (stereo not given)
9% | CC(=O)Nc1ccc(NC(=O)C(C)Sc2nc(C(F)(F)F)nc3ccccc23)cc1 (stereo not given)
4% | Cc1nnnn1CCCN1CCn2nc(CCC(=O)O)cc2C1
24% | O=C(NC1CCCC1)C(c1ccc(F)cc1)N(C(=O)c1csnn1)C1CC1 (stereo not given)
-15% | Cc1c(C(=O)O)oc2ccc(S(=O)(=O)Nc3ccccc3)cc12
-8% | COc1ccc(S(=O)(=O)N2CC(C)N(C(=O)N(C)C)C2C)cc1 (stereo not given)
-2% | COc1ccccc1OC1(C(=O)O)CCN(c2ncnc(C)c2C)CC1
35%[86.2 µM] | CN1CCC(N2CC[C@H]3COC(=O)N3c3cc(F)ccc3C2)CC1
-8% | O=C(Nc1cccnc1)c1nn(C2CCS(=O)(=O)C2)c2c1CCCC2 (stereo not given)
-19% | NC(CO)c1ccc(Oc2ccccc2)cc1 (stereo not given)
-17% | COc1ccc(C(=O)c2cn(Cc3ccccc3F)c3ccc(F)cc3c2=O)cc1
-15% | COCCn1ncc(N2CCC(C(=O)N(C)Cc3ccc(N4CCN(C)CC4)cc3)C2)cc1=O (stereo not given)
10%[86.2 µM] | COc1ccc(CC(=O)N2CC[C@H]3CC(=O)N(Cc4cccnc4)CC[C@H]3C2)cc1
2% | O=C(Cc1ccccc1)NCC(=O)N1CCCCCCNC(=O)CC1c1ccccc1 (stereo not given)
13% | O=C(Nc1ccc(F)cc1)c1ccc2c(Cl)c3c(nc2c1)CCCC3
4%[86.2 µM] | CC1(c2ccccc2)N(Cc2cccnc2)C(=O)OC12CCN(Cc1ccccc1)CC2 (stereo not given)
3% | COc1cccc(S(=O)(=O)N2CCN(Cc3nc4cccnc4n3-c3cccc(C)c3)CC2)c1
8% | O=C(CSc1cn(CCNC(=O)c2ccccc2F)c2ccccc12)Nc1ccc2c(c1)OCCO2
-7% | COc1cccc(C(=O)Nc2cc3nn(-c4ccccc4)nc3cc2Cl)c1
27% | O=C(Cc1ccccc1)N1CCC2(CC1)N(c1ccccc1)C(=O)CS2(=O)=O
-5% | Cc1ccc(NC(=O)CC(c2cccc(F)c2)n2cccc2)cc1N(C)C (stereo not given)
-13% | Cn1nc(C2CCCN(C(=O)C3CCOCC3)C2)n(Cc2ccccc2)c1=O (stereo not given)
-4%[86.2 µM] | CCN(CC)[C@H]1[C@@H]2OC[C@@H](O2)[C@@H](NCC2CCCCC2)[C@@H]1O
14% | CN(Cc1cnc2ccccn12)C(=O)c1cc(COc2ccc(F)cc2F)on1
-18% | COc1ccc(Cn2c(CNS(=O)(=O)c3ccc(Cl)s3)nc3cccnc32)cc1
? | O=S(=O)(c1ccc(F)cc1)N1CCN(CC(O)COc2ccccc2F)CC1 (stereo not given)
-17% | O=C(CN1CC2CC(C1)[C@H]1CCCC(=O)N1C2)NCCCN1CCCC1 (stereo not given in full)
? | Cc1ccc(-n2ncc(C(=O)NC3CCCCC3)c2C2CCN(C(=O)OC(C)(C)C)CC2)cc1
-21% | COc1ccc(C(=O)COC(=O)Cc2ccc(Cl)cc2Cl)cc1
10% | COc1ccc(-c2noc(CSc3nc(C4CC4)n(-c4ccccc4)n3)n2)cc1OC
15% | CC(NCc1cccs1)C12CC3CC(CC(C3)C1)C2 (stereo not given)
34%[activator][115 µM] | O=S1(=O)NC2(CCN(CCc3ccccc3)C2)COc2ncccc21 (stereo not given)
-3% | Cc1ncsc1CCC(=O)N1CCCC(Nc2ccc(F)c(F)c2)C1 (stereo not given)
13% | COc1ccc(Cl)cc1CN(C)c1cc(C2CC(N)C2)ncn1 (stereo not given)
-27% | CC1(C)C(=O)N(Cc2ccccc2F)[C@H]2CN(Cc3cccc(OC(F)(F)F)c3)C[C@H]2[S+]1(=O)[O-]
-20% | Cc1ccc(CNC(=O)C2CCN(C(=O)c3cnn(-c4ccccc4)c3-n3cccc3)CC2)cc1
? | Cc1ccc(C(=O)Sc2nc(C)cc(C)n2)cc1
-20% | C=CCNC(=O)CN1CCN(c2ccnc3c(F)ccc(F)c23)CC1
31% | COc1ccc(NC(=O)CCN2C(=O)[C@@H]3[C@H](C2=O)[C@H]2C=C[C@@H]3C2)cc1
3% | CCc1ccc(C(=O)N2CCC(Oc3ccc(C(=O)N(C)C)cn3)CC2)cc1
7% | Cc1cccc(NC(=O)c2ccc(S(=O)(=O)N3CCC(C)CC3)cc2)n1
? | Cc1cccc(C2Nc3cccc4cccc(c34)N2)c1
7% | O=C(CCc1c[nH]c2ccccc12)Nc1ccc(-c2nnc3n2CCCC3)cc1
-4% | COc1cccc2cc(-c3nnc(SCC(=O)Nc4cc(C)ccc4C)n3N)oc12
? | COc1ccc(CCN2C(=O)NC(NC(=O)c3ccccc3OC)(C(F)(F)F)C2=O)cc1OC (stereo not given)
18% | COc1ccc2c(ccn2CC(=O)NCCCCCC(=O)O)c1

The list goes on.
KDM5B inhibitor | molecule
40%[activator] | Cc1cc(Cl)ccc1S(=O)(=O)N1CCCC1c1nncn1-c1ccccc1 (stereo not given)
4% | O=C(Cn1nc2c(cc1=O)CCCCC2)NCC1(Cc2nnc3ccccn23)CCCCC1
12% | CCCCc1ccc(C(=O)NCc2cccnc2)cc1
? | COc1ccc(-c2noc([C@@H]3C[C@@H](O)CN3Cc3ccccc3)n2)cc1
8% | CC(C)N1C(=O)C2(CCCC2)C1C(=O)N1CCN(Cc2ccccc2)CC1 (stereo not given)
3%[149 µM] | COc1ncccc1CN1CCCC12Cc1ccccc1CNC2=O (stereo not given)
-12% | Cc1c(Cl)cccc1NC(=O)c1cnc(-c2ccccc2)nc1-c1ccncc1
-28% | COc1ccc(OC(=O)c2nc(SCc3ccc(F)cc3)ncc2Cl)cc1
-27% | COc1ccc(-c2cn3nc(N4CCCC(C(=O)Nc5cccc(Cl)c5C)C4)sc3n2)cc1 (stereo not given)
